# TEAD-YAP block: TEAD-YAP interaction inhibition. inhibition, % at 9.12 µM. 1.4% of 640,000 active. HEK-TIYL cells, TEAD-Gal4/YAP UAS-luciferase luminescence. AID 1259422; in the data active = inhibition above about 32%;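 note: 0% = median of test compound wells and 100% = reference inhibitor wells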
# FBW7 act: activators of human E3 ligase FBW7 | AlphaScreen FBW7–phospho-cyclin E peptide binding, activator screen | normalized activity (activation), % at 26.1 µM | Q969H0 | 0.13% of 650,000 active; in the data active = normalized activity above about 1.9%;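 note: purified mutant Fbw7 with reduced substrate affinity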
# Target sequence (Q969H0 whole entry, looked up): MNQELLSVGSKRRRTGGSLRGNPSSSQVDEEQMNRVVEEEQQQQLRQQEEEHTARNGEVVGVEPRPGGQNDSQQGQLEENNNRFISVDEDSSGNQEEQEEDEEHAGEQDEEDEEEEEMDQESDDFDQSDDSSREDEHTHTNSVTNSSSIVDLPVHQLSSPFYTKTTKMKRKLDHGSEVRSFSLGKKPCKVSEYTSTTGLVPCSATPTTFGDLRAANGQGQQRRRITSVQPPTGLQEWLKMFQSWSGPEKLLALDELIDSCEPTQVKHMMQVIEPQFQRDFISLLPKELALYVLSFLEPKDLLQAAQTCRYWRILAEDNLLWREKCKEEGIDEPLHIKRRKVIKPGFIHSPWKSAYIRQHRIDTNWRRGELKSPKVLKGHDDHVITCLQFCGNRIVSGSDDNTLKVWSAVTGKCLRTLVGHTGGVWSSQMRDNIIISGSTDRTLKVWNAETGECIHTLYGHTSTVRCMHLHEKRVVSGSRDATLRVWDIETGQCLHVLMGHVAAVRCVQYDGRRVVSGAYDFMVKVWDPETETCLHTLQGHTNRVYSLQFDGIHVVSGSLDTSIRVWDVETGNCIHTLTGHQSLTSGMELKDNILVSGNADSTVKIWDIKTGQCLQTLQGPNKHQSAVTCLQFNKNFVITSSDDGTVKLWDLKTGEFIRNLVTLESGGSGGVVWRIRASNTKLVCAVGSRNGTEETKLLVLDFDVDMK
# GPR151 ag: activates the human receptor GPR151; Q8TDV0; PathHunter beta-arrestin GPR151 cells, luminescence; activation, % at 11.2 µM; 1% of 650,000 active; AID 1508602; in the data active = activation above about 4.9%;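 note: 0% = median of compound wells and 100% = cells with positive control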
# MITF primary: human MITF inhibition, primary screen; O75030; AlphaScreen MITF homodimerization, bead proximity signal; inhibition, % at 2.6 µM; 0.91% of 650,000 active; AID 1259374; in the data active = inhibition above about 50%;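 note: 0% = vehicle wells with protein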
# The depositor's hits bear a star.
Compound,TEAD-YAP block,FBW7 act,GPR151 ag,MITF primary
O=C(c1ccc(Br)o1)N1CCN(c2c(Cl)cccc2[N+](=O)[O-])CC1,-8,-0.3,-0.2,7
O=C(NN1C(=O)c2ccc([N+](=O)[O-])cc2C1=O)c1ccncc1,-9,-0.4,1.8,-5
Cc1c(C(=O)NCC2COc3ccccc3O2)sc2ncnc(N3CCCCC3C)c12 (centres undefined),-8,0.5,0.9,15
CC(=O)Nc1cc(Cl)ccc1N1CCOCC1,5,0.2,-0.9,15
CCN1CCN(c2ccc(NC(=O)c3ccc([N+](=O)[O-])o3)cc2)CC1,-19,-0.2,-1.1,1
Cc1cc(SCC(=O)Nc2ccc3c(c2)OCO3)nc(=O)[nH]1,-3,0.0,0.8,-8
CC1=NN(c2ccc(C)c(C)c2)C(=O)/C1=C\C=C\c1ccc([N+](=O)[O-])o1,23,-0.4,0.4,32
CSc1ncccc1C(=O)OC(C)C(N)=O (centres undefined),-9,0.1,0.0,-13
Cn1ccnc1SCc1cc(=O)c(OC(=O)c2cccc(F)c2)co1,-2,-0.7,-1.1,-13
COc1cccc(C2(NC(=O)c3ccc4c(c3)OCO4)CCCC2)c1,15,-0.1,-0.6,15
Cc1c(C(=O)Nc2ccc3c(c2)OCCO3)sc2nc3n(c(=O)c12)CCCC3,-51,0.3,-2.4,11
CCn1cc(C(=O)O)c(=O)c2cnc(N3CCN(C(=S)Nc4ccccc4)CC3)nc21,11,0.0,-1.0,7
COc1ccccc1N1CCN(C2CCCN(C(=O)C3(C(N)=O)CC3)C2)CC1 (centres undefined),-6,-0.1,5.6*,3
O=C(Nc1cccc(-c2cc3ccccc3[nH]2)c1)C1CCCN(C(=O)C2CC2)C1 (centres undefined),-9,0.0,1.1,-6
COc1ccccc1NC(=O)c1cc(S(=O)(=O)NCC2CCCO2)ccc1F (centres undefined),-6,-0.1,-0.7,6
CCCCC(O)(CCCC)C(=O)N(Nc1ccc(C)cc1)c1ccc(C)cc1,8,0.0,2.2,2
CCOC(=O)c1c(NC(=O)/C(C#N)=C/c2ccncc2)sc2c1CCCC2,-1,0.0,3.1,-7
CCOC(=O)c1cccc(NC2=C(Cl)C(=O)N(c3ccccc3OC)C2=O)c1,4,-0.2,0.8,-2
CC(=O)Cc1nsc(Nc2ccc(F)c(Cl)c2)n1,-15,-0.1,2.1,-1
CC(C)(C)NC(=O)COC(=O)c1cc(Cl)cc(Cl)c1,-1,-0.1,-1.0,-8
CC(c1ccccc1F)n1cc(C(=O)NCc2ccccn2)nn1 (centres undefined),0,0.0,0.5,-1
CCCCSc1ncnc2c1c(-c1ccccc1)cn2-c1ccc(OC)cc1,1,0.0,-0.6,13
Cc1ccc(S(=O)(=O)N2CCN(C(=O)CN3CCCCC3)C2c2ccccc2)cc1 (centres undefined),3,-0.3,2.0,10
C=CCNCCCOc1ccc(Br)cc1Cl,-18,-0.1,-2.6,15
COc1nc(NCc2nc3ccccc3[nH]2)nc(-c2ccc(C(=O)NC3CC3)cc2)n1,-8,-0.1,-0.3,0
CCOC(=O)CSc1nnnn1-c1ccc(OC)cc1,5,0.0,0.9,-13
CC(=O)Nc1cc(NC(C)=O)c2nc(N)sc2c1,2,-0.1,2.5,-5
CCOC(=O)c1cccc(COC(=O)CNS(=O)(=O)c2ccc(C)cc2[N+](=O)[O-])c1,-11,1.3,-1.1,10
COc1cccc(NC(=O)CCC2CCN(Cc3ccc(OC(C)C)c(CO)c3)CC2)c1,17,0.1,-0.8,2
CSc1nc(Nc2ccnc(Nc3ccc(N4CCOCC4)cc3)c2)c(C(N)=O)s1,41*,-0.6,-0.1,8
CC(C)=CCN1CCOc2ccc(CN3CCC(Oc4cccnc4)CC3)cc2C1,15,-0.1,-0.4,-5
Cc1cc(C)c(C(=O)COC(=O)Cn2cnnn2)cc1C,2,0.1,-1.1,-2
c1cnc(SCc2cccnc2)nc1,-7,-0.1,0.2,11
CC1(C)CC(=O)C2=C(C1)Nc1[nH]c(=S)[nH]c(=O)c1C2c1cccc(Oc2ccccc2)c1 (centres undefined),-9,-0.1,-0.8,-10
Cc1ccccc1OCCC(=O)OCC(=O)Nc1ccc(I)cc1,4,0.2,-0.7,11
Cc1sc(NC(=O)CN2CCCCCC2)nc1-c1ccc2c(c1)CCN2C(=O)C1CC1,-7,0.5,0.4,7
CS(=O)(=O)c1ncc(Cl)c(C(=O)Nc2sc3c(c2C(N)=O)CCCC3)n1,-1,0.1,0.0,-1
O=S(=O)(c1ccccc1)N1CCN(CCOc2ccc(Cl)cc2)CC1,5,0.2,-0.5,14
COC(=O)c1ccc(OCC2c3cc(OC)c(OC)cc3CCN2C(=O)c2cccc(C)c2)cc1 (centres undefined),-12,0.0,-0.9,7
Cc1cc(N2CCCCC2)nc2ccc(NC(=O)C3CCCCC3)cc12,-33,0.5,-1.2,1
O=C(O)c1ccccc1/C=N/NC(=O)c1cc(-c2ccco2)nc2ccccc12,5,-0.1,0.0,19
COc1ccc(Cl)cc1N(C)C(=O)c1coc(=O)c2ccccc12,13,0.1,1.4,5
O=C(NCCOCC(F)(F)C(F)F)c1cc(F)c(F)cc1Cl,-22,-0.1,1.9,1
Cc1[nH]n(-c2ccc([N+](=O)[O-])cc2)c(=O)c1/C=N/N1CCN(C)CC1,2,0.1,-8.3,6
CC[C@H](C)NC(=O)c1ccc(C)c(NC2=NC3CS(=O)(=O)CC3S2)c1 (some centres undefined),-3,-0.2,0.4,0
c1ccc(C2COC(c3ccc[nH]3)=N2)cc1 (centres undefined),-16,-0.2,1.3,-2
CN1C(=O)/C(=c2\sc3n(c2=O)CN(c2cccc(F)c2)CN=3)c2ccccc21,5,0.3,0.3,11
CC(C)C(OC(=O)/C=C/c1ccc2c(c1)OCO2)C(=O)NC(N)=O (centres undefined),0,-0.1,1.3,4
CC1=C(C(=O)Nc2cccc(Cl)c2)C(c2ccc(Br)cc2)NC(=O)N1 (centres undefined),1,-0.2,2.3,3
Cc1nn(CC(=O)Nc2sc3c(c2C#N)CCCCC3)c(C)c1[N+](=O)[O-],8,-0.1,-0.8,-6
CCOC(=O)C1=C(C)NC2=C(C(=O)CC(C)(C)C2)C1c1cc2c(cc1Br)OCO2 (centres undefined),7,0.2,-1.0,9
COc1ccc(C2=NN(C(=O)c3ccccc3Cl)C(c3cc4ccc(OC)cc4nc3Cl)C2)cc1 (centres undefined),8,0.3,-0.3,15
CC(C)C(=O)Nc1ccc(N2CCCCC2)cc1,-35,-0.1,-0.5,-10
CCCC(c1nnnn1CS(=O)(=O)c1ccc(C)cc1)N1CCN(C2CCCC2)CC1 (centres undefined),5,-0.1,-1.2,-1
Cc1cccc(N(CC(=O)Nc2ccc(Oc3ccccc3)cc2)S(=O)(=O)c2ccccc2)c1C,-1,0.1,-0.3,8
Cc1ccc(C(=O)N/C(=C\c2cccs2)C(=O)N2CCN(c3ccccn3)CC2)cc1C,4,-0.1,-0.9,-7
COc1ccc(-c2cc3ccccc3n2CC(O)CNCc2ccccc2)cc1 (centres undefined),-2,0.2,2.0,12
OC(CNCc1ccc(F)cc1)CSc1ccc(F)cc1 (centres undefined),-8,-0.2,1.1,2
CC1(C)NC(=O)N(CC(O)CN2CCN(CC(O)CN3C(=O)NC(C)(C)C3=O)CC2)C1=O (centres undefined),-6,-0.1,0.0,-4
CSc1nc(NC(=O)C(F)(F)F)cc(=O)[nH]1,0,0.0,-0.9,18

# 16 structures from above, arranged by length of the SMILES, smallest number first.
Compound,TEAD-YAP block,FBW7 act,GPR151 ag,MITF primary
OC(CNCc1ccc(F)cc1)CSc1ccc(F)cc1 (centres undefined),-8,-0.2,1.1,2
CSc1nc(NC(=O)C(F)(F)F)cc(=O)[nH]1,0,0.0,-0.9,18
Cc1ccccc1OCCC(=O)OCC(=O)Nc1ccc(I)cc1,4,0.2,-0.7,11
O=C(NCCOCC(F)(F)C(F)F)c1cc(F)c(F)cc1Cl,-22,-0.1,1.9,1
COc1ccc(Cl)cc1N(C)C(=O)c1coc(=O)c2ccccc12,13,0.1,1.4,5
COc1ccc(-c2cc3ccccc3n2CC(O)CNCc2ccccc2)cc1 (centres undefined),-2,0.2,2.0,12
CC(C)=CCN1CCOc2ccc(CN3CCC(Oc4cccnc4)CC3)cc2C1,15,-0.1,-0.4,-5
CC1=C(C(=O)Nc2cccc(Cl)c2)C(c2ccc(Br)cc2)NC(=O)N1 (centres undefined),1,-0.2,2.3,3
O=C(O)c1ccccc1/C=N/NC(=O)c1cc(-c2ccco2)nc2ccccc12,5,-0.1,0.0,19
CC[C@H](C)NC(=O)c1ccc(C)c(NC2=NC3CS(=O)(=O)CC3S2)c1 (some centres undefined),-3,-0.2,0.4,0
Cc1sc(NC(=O)CN2CCCCCC2)nc1-c1ccc2c(c1)CCN2C(=O)C1CC1,-7,0.5,0.4,7
Cc1ccc(C(=O)N/C(=C\c2cccs2)C(=O)N2CCN(c3ccccn3)CC2)cc1C,4,-0.1,-0.9,-7
CCOC(=O)C1=C(C)NC2=C(C(=O)CC(C)(C)C2)C1c1cc2c(cc1Br)OCO2 (centres undefined),7,0.2,-1.0,9
COC(=O)c1ccc(OCC2c3cc(OC)c(OC)cc3CCN2C(=O)c2cccc(C)c2)cc1 (centres undefined),-12,0.0,-0.9,7
COc1ccc(C2=NN(C(=O)c3ccccc3Cl)C(c3cc4ccc(OC)cc4nc3Cl)C2)cc1 (centres undefined),8,0.3,-0.3,15
CC1(C)NC(=O)N(CC(O)CN2CCN(CC(O)CN3C(=O)NC(C)(C)C3=O)CC2)C1=O (centres undefined),-6,-0.1,0.0,-4

# Going on with the list:
Compound,TEAD-YAP block,FBW7 act,GPR151 ag,MITF primary
O=C(C1CCN(c2nnc(-n3cccc3)s2)CC1)N1CCc2ccccc21,1,-0.2,0.9,2
COc1ccc(CCNC(=O)CSc2nnc3sc4ccccc4n23)cc1,-1,0.7,-0.4,7
COC(=O)C1=CN(C2CC2)C=C(C(=O)OC)C1c1cc2c(cc1Cl)OCO2,11,0.1,1.0,6
Cc1cc(N2CCOCC2)nc2ccc(NC(=O)c3ccncc3)cc12,49*,-0.4,0.2,6
CC1CCCCC1NC(=O)Cn1c(=O)n(C(C)C)c2ncccc21 (centres undefined),5,0.8,1.9,12
CN1C2CCC1CC(NC(=O)N1c3ccccc3CCc3ccccc31)C2 (centres undefined),1,0.3,0.2,17
O=C(CCC1CCCC1)Nc1c2c(nn1-c1cccc(Cl)c1)CSC2,4,-0.2,1.7,4
CCOc1ccccc1N(CC(=O)NCc1ccccc1C)S(C)(=O)=O,0,-0.1,1.3,-3
COc1ccccc1-c1nnc(SCC(=O)N2CCCc3ccccc32)o1,5,0.0,-0.5,-3
CCC(C)NC(=O)C/C(C)=N\NC(=O)Cc1ccccc1 (centres undefined),-2,0.0,0.8,1
CCNc1cc(C(=O)NCCc2ccc(OC)cc2)ccn1,-5,0.1,1.3,12
CC(=O)Nc1nnc(-c2cccc(C)c2)s1,-13,0.3,-0.7,3

# Bioassay records (PubChem BioAssay)
